HIF act = HIF pathway transcriptional activators, primary screen, cell-based, U2OS HRE-luciferase, luminescence; U2OS HRE-luciferase reporter; normalized: DMSO 0%, desferrioxamine 100%; 300,000 tested, 0.32% active; AID 1910, 2009; activation, % at 7.5 µM (by protocol);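 active = mean activation of at least 10% of the iron chelator positive control signal, with at least half of replicates also reaching 10%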
GSK3A inh = blockers of GSK3A enzyme activity – biochemical, luminescence, cell-free homogeneous, HTS, primary screen; Glycogen synthase kinase-3 alpha (Homo sapiens), P49840; GSK-3 alpha kinase, ADP-Glo luminescence, 60 min; inhibition, % at 10 µM; 320,000 tested, 0.1% active;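 in the data active = inhibition above about 50%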;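 also: GST-tagged GSK-3 alpha with peptide substrate and 25 µM ATP; 0% = DMSO neutral wells and 100% = GW8510 positive control wells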
Target sequence (P49840 whole entry, looked up): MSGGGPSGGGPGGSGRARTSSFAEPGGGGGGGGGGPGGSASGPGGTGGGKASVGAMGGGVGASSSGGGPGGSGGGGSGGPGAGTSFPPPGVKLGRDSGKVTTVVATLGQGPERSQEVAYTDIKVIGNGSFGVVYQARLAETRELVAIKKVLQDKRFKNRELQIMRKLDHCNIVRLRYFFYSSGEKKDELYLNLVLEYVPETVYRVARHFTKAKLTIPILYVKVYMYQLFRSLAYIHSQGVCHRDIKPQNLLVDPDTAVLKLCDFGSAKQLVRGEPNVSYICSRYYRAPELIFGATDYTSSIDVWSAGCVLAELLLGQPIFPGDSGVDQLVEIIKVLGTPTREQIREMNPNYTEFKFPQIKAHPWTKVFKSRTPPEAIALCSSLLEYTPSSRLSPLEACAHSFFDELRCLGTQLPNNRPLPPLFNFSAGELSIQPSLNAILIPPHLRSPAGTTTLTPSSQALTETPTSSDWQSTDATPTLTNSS
AI-2 QS mod = Vibrio harveyi AI-2 quorum sensing modulators, primary screen, JMH597 strain, luminescence/OD600 ratio; Vibrio harveyi JMH597 AI-2 luminescence/OD600 ratio, 9 h; hits give low values; strain lacks LuxN and CqsS sensors; 0 = neutral-control median; activity change, % at 7.5 µM; 300,000 tested, 0.4% active; in the data active = activity change below about -75%, passing the limit was not always enough;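 also: luminescence divided by OD600 gain over 9 h not by final OD600 alone; inactives centre near 13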
HSP90 inh = HSP90 inhibitors, primary screen, cell lysate, luminescence. inhibition, % at 5.6 µM. 290,000 tested, 0.91% active. Rabbit reticulocyte lysate, luciferase refolding luminescence, 3 h. Heat shock protein HSP 90 (rabbit reticulocyte lysate; luciferase refolding);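 active = inhibition above the screen-wide mean plus 3 SD, computed separately per campaign, cut at about 16% in these data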;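 also: 0% = DMSO wells and 100% = 60 µM geldanamycin wells; inhibitors lower the luminescence because luciferase stays unfolded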
aSyn UTR inh = MLPCN primary screen, SNCA 5' untranslated region | inhibition, % (tested at 7.5 µM) | 300,000 tested, 0.82% active | alpha-synuclein 5'UTR reporter, inhibitor activity; in the data active = inhibition above about 60%;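 also: H4 neuroglioblastoma cells stably carrying SNCA 5'UTR luciferase fusion; 0% = DMSO wells and 100% = positive control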
IEC-6 tox = cytotoxicity in IEC-6 intestinal epithelial cells, primary screen, cytotoxicity control for KLF5 inhibitor project, cell-based, luminescence; IEC-6 cytotoxicity, luminescence viability; AID 1825, 2009; inhibition, % at 5 µM; 290,000 tested, 0.78% active; in the data active = inhibition above about 22%;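 also: 0% = plate median of test compound wells and 100% = cytotoxic reference compound wells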
HSF1 activator = HSF-1 activators, primary screen, NIH3T3-HGL cells, MG132 stress, luminescence, single point; activation, % at 9 µM; NIH3T3-HGL HSF-1 luciferase reporter, 8 h; 100% = twice DMSO control signal; AID 504408, 2011; 300,000 tested, 1.7% active;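 active = mean replicate activation of at least 50% with a set share of replicates each reaching 50%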;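 also: 0% = median of the neutral control wells and 100% = twice that signal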
GSK3beta inhib = human GSK3beta kinase inhibitors, primary screen, biochemical, cell-free homogeneous, HTS; 300,000 tested, 0.038% active; Glycogen synthase kinase-3 beta (Homo sapiens), P49841; GST-GSK3beta kinase, ADP-Glo luminescence, 60 min; hits give low values; activity score (negative = inhibition), % at 10 µM;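 active = more than half of replicate wells score below -50%, meaning over 50% inhibition versus plate controls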;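 also: 0% = median DMSO wells and -100% = median GW8510 positive control wells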
Target sequence (P49841 whole entry, looked up): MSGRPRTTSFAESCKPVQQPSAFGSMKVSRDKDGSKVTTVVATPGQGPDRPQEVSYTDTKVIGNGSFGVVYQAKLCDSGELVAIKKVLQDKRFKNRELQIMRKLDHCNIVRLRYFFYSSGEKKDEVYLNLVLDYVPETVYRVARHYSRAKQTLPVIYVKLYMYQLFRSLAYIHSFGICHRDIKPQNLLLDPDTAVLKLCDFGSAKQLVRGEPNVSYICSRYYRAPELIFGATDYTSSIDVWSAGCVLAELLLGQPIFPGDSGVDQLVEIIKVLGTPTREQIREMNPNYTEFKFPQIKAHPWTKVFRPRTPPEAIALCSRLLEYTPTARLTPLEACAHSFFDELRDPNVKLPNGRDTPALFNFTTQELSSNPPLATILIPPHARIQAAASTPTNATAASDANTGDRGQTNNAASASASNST
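Test system: GST-tagged human GSK3beta kinase, cell-free; evaluation: activity score scaled between in-plate DMSO and GW8510 controls; measured by: ADP-Glo luminescence; incubation: 60 min reaction, RT; benchmarks: DMSO and 20 µM GW8510; reagent: peptide substrate plus 25 µM ATP (final); medium: Tris/MgCl2 kinase buffer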
HSF1 inh = HSF1 inhibitors in luciferase reporter cells, primary screen, cell-based, NIH3T3, luminescence; NIH3T3-HGL HSE-luciferase, MG132-induced, luminescence 8 h; hits give low values; activity change, negative = inhibition, % at 7.5 µM (by protocol); 300,000 tested, 0.77% active;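 active = more than half of replicate wells show activity change below -50%, luminescence cut by over half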;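 also: luciferase reports HSF-1 transcriptional activity via heat shock element; 0% = median of DMSO wells and -100% = zero luminescence signal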
KLF5 inhibitor = KLF5 expression inhibitors, primary screen, DLD-1 cells, luminescence | DLD-1 KLF5 promoter-luciferase reporter | inhibition, % at 5 µM | 290,000 tested, 0.23% active;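 active = inhibition above a per-plate limit of that plate's mean compound inhibition plus 3 SD, cut at about 60% in these data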;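 also: 0% = DMSO wells and 100% = LY294002 at 200 µM; higher means less KLF5 promoter-driven luciferase light; inactives centre near -14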
The depositor's hits bear a star; · = not tested or not shown. Hits appear at their usual frequency. Share with any hit: about 4.7%.

SMILES | HIF act | GSK3A inh | AI-2 QS mod | HSP90 inh | aSyn UTR inh | IEC-6 tox | HSF1 activator | GSK3beta inhib | HSF1 inh | KLF5 inhibitor
COc1cc(C(=O)N2CCc3ccccc32)c([N+](=O)[O-])cc1OC | -0.3 | -1.6 | -6.4 | 1.4 | 4.0 | 1.9 | -11.1 | 1.8 | -3.0 | 12.6
NS(=O)(=O)c1ccc(Nc2nc(-c3cccc([N+](=O)[O-])c3)cs2)cc1 | -6.5 | -0.4 | 1.8 | -6.2 | -42.7 | 5.8 | -7.8 | -0.4 | -4.6 | 13.2
COCCOC1CCN(C(=O)c2cc(COc3ccc(-n4cncn4)cc3)on2)CC1 | 0.8 | -1.3 | 22.8 | 1.1 | 3.4 | 10.3 | -12.0 | 0.3 | -15.3 | -3.8
Cc1cc(C)n2nc(SCC(=O)N(C)Cc3ccccc3)nc2n1 | -0.3 | 0.6 | 30.0 | -2.6 | -9.9 | 2.6 | -10.0 | -2.3 | -8.7 | -31.6
C(=C\c1ccccc1)/CN1CCN(Cc2ccc3c(c2)OCO3)CC1 | -1.0 | -5.8 | 24.3 | -1.5 | -4.9 | 1.2 | -25.7 | 0.9 | -8.7 | 1.2
COc1cccc(NC(=O)CN(C)C(=O)c2oc3c(ccc4ccccc43)c2C)c1 | -0.3 | · | 45.8 | · | 9.9 | · | 9.3 | -3.6 | 11.4 | ·
COc1cc(CCNc2ccc3nnc(-c4ccccc4)n3n2)cc(OC)c1OC | -0.1 | 14.3 | 38.2 | 6.9 | -10.6 | 8.9 | 3.6 | -3.2 | 5.3 | -8.2
Cc1ccc2nc(Nc3nc(C)cc(C(F)(F)F)n3)nc(C)c2c1 | -0.4 | 11.1 | 7.5 | 0.5 | -11.4 | 2.2 | -8.5 | 2.0 | -3.3 | -7.5
CSCC[C@H](NC(=O)[C@@H]1CSC2c3ccccc3C(=O)N21)C(=O)N1CCC[C@H]1CO (stereo partly drawn) | 0.1 | 0.1 | 17.8 | -4.4 | 19.3 | 0.7 | 1.9 | -4.9 | 3.1 | -9.6
Cc1cc(NC(=O)C2C3C(=O)N(CCC(C)C)C(C(=O)NCc4ccccc4)C34C=CC2(C)O4)no1 (stereo not drawn) | -0.1 | 0.2 | 24.9 | -2.1 | 7.5 | -1.8 | 10.0 | 1.1 | 2.4 | -5.9
Cc1ccc2nc(SCC(=O)Nc3cccc([N+](=O)[O-])c3)[nH]c2c1 | -0.3 | 7.2 | 11.5 | -1.1 | 4.8 | 2.6 | 50.0 | 0.3 | 18.1 | -7.9
Cc1cc(C)n2cc(CSc3ncccc3C(=O)O)nc2n1 | 0.0 | -0.5 | 21.9 | 2.6 | 15.6 | 3.2 | 1.1 | 3.8 | 0.8 | -2.4
O=C(c1ccc(Br)o1)N1CCN(c2ccc(F)cc2)CC1 | -0.5 | -3.3 | 23.0 | 2.6 | 16.3 | 1.9 | 7.8 | -1.6 | -4.4 | -53.9
N/C(=N\OC(=O)c1ccc2c(c1)OCO2)c1cccnc1 | 0.3 | 3.4 | 19.1 | 2.0 | -138.9 | 2.2 | 19.3 | -1.9 | 0.6 | -11.5
O=C(CCc1nnc2ccc(NCc3ccccc3)nn12)NCC1CCN(C2CCCC2)C1 (stereo not drawn) | 0.1 | 0.1 | 15.1 | -2.6 | -3.5 | -4.5 | 2.8 | 1.3 | -6.5 | -15.9
CC(C)(C)n1nc2c(c1NC(=O)Cc1cccs1)CSC2 | 0.1 | -0.9 | 34.4 | -3.3 | 2.7 | 3.9 | -0.9 | 1.1 | 5.2 | -37.2
COc1cccc(-c2nnc(NC(=O)c3cccs3)s2)c1 | 2.1 | -1.1 | 5.5 | -4.6 | -118.8 | 1.3 | 34.9 | 1.3 | 1.9 | -19.1
COc1cc(C(=O)Nc2nc3ccccc3[nH]2)ccc1OC(F)F | 2.4 | 3.7 | -7.2 | -1.4 | -233.3 | 4.5 | 48.0 | 2.1 | 22.8 | -118.0
COCCNC(=O)/C(C#N)=C/c1cccc(/C=C(\C#N)C(=O)NCCOC)c1 | -0.3 | -0.3 | -9.0 | -4.4 | 10.3 | -13.6 | -14.6 | 5.2 | -2.7 | 0.2
CCN(CC)c1ccc(NC(=O)c2ccco2)cc1 | 0.5 | 1.7 | 16.8 | 7.9 | -24.2 | 2.4 | 15.5 | -0.2 | 10.0 | -102.5

In the list so far, 2 have an NH in an aromatic ring.
SMILES | HIF act | GSK3A inh | AI-2 QS mod | HSP90 inh | aSyn UTR inh | IEC-6 tox | HSF1 activator | GSK3beta inhib | HSF1 inh | KLF5 inhibitor
Cc1ccc2nc(SCC(=O)Nc3cccc([N+](=O)[O-])c3)[nH]c2c1 | -0.3 | 7.2 | 11.5 | -1.1 | 4.8 | 2.6 | 50.0 | 0.3 | 18.1 | -7.9
COc1cc(C(=O)Nc2nc3ccccc3[nH]2)ccc1OC(F)F | 2.4 | 3.7 | -7.2 | -1.4 | -233.3 | 4.5 | 48.0 | 2.1 | 22.8 | -118.0

More records follow.
SMILES | HIF act | GSK3A inh | AI-2 QS mod | HSP90 inh | aSyn UTR inh | IEC-6 tox | HSF1 activator | GSK3beta inhib | HSF1 inh | KLF5 inhibitor
Cc1ccc2nc(-c3cccnc3)c(Nc3ccccc3C)n2c1 | -0.9 | 4.3 | -1.1 | 2.8 | 17.2 | 3.8 | -3.9 | -0.3 | 5.6 | -23.4
COC(=O)c1cc(C)sc1NC(=O)CSc1ncccn1 | -0.7 | -3.5 | 2.8 | -0.7 | 21.8 | 1.5 | -2.1 | 3.3 | 1.5 | -34.2
CCn1c(SCC(=O)Nc2cc(C)on2)nnc1-c1ccncc1 | · | -0.2 | 10.7 | 1.0 | 25.2 | -2.0 | 31.8 | -3.1 | 0.5 | -26.3
CN1CCN(C(=O)C2=C[C@H](c3ccc(C(F)(F)F)cc3)C[C@H](OCCCCO)O2)CC1 | -0.2 | -0.8 | 5.2 | · | -3.1 | · | -7.7 | -0.1 | -2.4 | ·
CCCCN1C(=O)C(=O)N(CC(=O)c2ccc3c(c2)OCO3)C1=O | -0.1 | -3.8 | 10.9 | · | -3.5 | · | -8.0 | 3.1 | -6.2 | ·
O=C(c1cccs1)N1CCCC(N2CCN(c3cccc(C(F)(F)F)c3)CC2)C1 (stereo not drawn) | 0.2 | -6.4 | 20.1 | -1.9 | 10.3 | -3.5 | 32.1 | 5.5 | 0.9 | -12.9
CC1=C(C(=O)OC(C)C)C(c2cccnc2)n2ncnc2N1 (stereo not drawn) | -0.1 | 28.6 | -10.4 | 0.4 | -21.5 | -1.1 | -2.0 | -8.3 | 2.8 | -48.2
O=C(Nn1cnnc1)c1ccc([N+](=O)[O-])cc1 | 0.0 | -0.4 | 6.5 | 1.6 | -39.6 | -2.2 | 7.3 | -4.1 | -4.3 | 2.9
Cc1ccc(NC(=O)CN2CCN(c3ccccn3)CC2)c(Cl)c1 | 0.5 | -3.3 | 10.5 | 3.6 | -20.4 | 1.4 | 8.5 | -0.7 | 1.2 | 5.8
COC(=O)/C(C#N)=C/c1c[nH]c2ccccc12 | 2.7 | 0.2 | 17.3 | 5.0 | -96.4 | 0.7 | 11.9 | 1.6 | 9.3 | -37.1
COc1cc(C(=O)NCC(=O)N2CCN(S(=O)(=O)c3ccccc3)CC2)cc(OC)c1OC | 0.1 | -4.1 | -9.4 | · | -14.1 | · | 0.0 | 1.2 | 3.9 | ·
O=C(O)c1cc(N/N=C/c2ccc(OCc3ccccc3)cc2)ccc1Cl | 3.4 | -2.9 | -43.0 | 12.2 | -172.0 | -0.1 | 12.6 | 1.1 | 9.5 | -78.9
CSc1ccc(S(=O)(=O)Nc2c(C)cccc2C)cc1 | -0.3 | 2.8 | -20.4 | 4.5 | 13.9 | 0.3 | 9.6 | 2.3 | 2.5 | -2.2
CCOc1ccc(NC(=O)CN(C)C(=O)CCc2ccccc2Cl)cc1OCC | -0.3 | -2.3 | 6.5 | 0.1 | 3.8 | -5.1 | 7.1 | 0.0 | 6.1 | -15.2
CN(c1ccccc1)S(=O)(=O)c1nnc(NC(=O)c2ccco2)s1 | -0.1 | 0.7 | 3.7 | -4.3 | -3.5 | -9.1 | 20.4 | -0.2 | 0.9 | -26.1
S=C(NC1CCCCC1)N1CCCCC1 | 0.4 | 4.6 | 12.7 | 2.5 | 4.8 | 5.5 | 21.2 | -3.8 | -7.4 | 4.6
O=C(NCc1ccco1)c1ccc2[nH]c(=O)c(=O)[nH]c2c1 | 0.2 | 1.2 | 13.2 | -7.6 | -11.8 | 0.2 | -3.0 | -3.4 | -1.7 | -30.9
CC(C(=O)Nc1ccccn1)c1ccccc1 (stereo not drawn) | 0.0 | 0.3 | 22.3 | 1.4 | 20.9 | 1.0 | -2.6 | 1.7 | -1.2 | 0.1
CCc1ccc(OCC(=O)NNC(=O)c2cc3ccccc3o2)cc1 | 0.0 | -1.7 | 22.9 | -1.2 | -0.1 | -0.2 | 0.6 | -3.5 | -0.3 | 3.4
Cc1ccccc1-n1nnnc1SCCCC(=O)c1ccc(F)cc1 | -0.7 | -0.7 | -8.6 | -6.6 | 22.4 | 0.4 | 24.5 | 1.4 | 6.6 | -35.0
CCOC(=O)C1=C(CC)OC(N)=C(C#N)C1c1ccc(F)cc1F (stereo not drawn) | -0.5 | 5.1 | 8.0 | -2.4 | 1.4 | 5.4 | 10.0 | -1.9 | 9.2 | -26.7
COc1ccc(-c2cc(-c3ccco3)[nH]c(=O)c2C#N)cc1OC | -0.3 | -0.5 | 18.3 | -1.1 | 27.6 | -9.2 | 4.0 | 3.4 | 15.1 | 2.0
Cc1ccc(N=Cc2c(C)[nH]n(-c3nc4ccccc4[nH]3)c2=O)cc1 | -0.2 | 0.9 | 26.8 | -0.2 | 22.9 | 34.7* | -20.7 | 0.7 | -27.2 | -9.4
COC(=O)Cc1cc(=O)[nH]c(/N=C(\N)Nc2ccccc2)n1 | -0.1 | -0.8 | 26.7 | -0.2 | -15.8 | -1.2 | -8.7 | -5.0 | -0.7 | -12.3
CCOc1ccc2nc(N3CCCC(C(=O)NCCCN4CCOCC4)C3)sc2c1 (stereo not drawn) | 1.2 | 0.8 | 7.9 | -0.1 | -37.7 | 0.8 | 13.7 | 1.0 | 2.3 | -50.9
CCN(C(=O)CCS(=O)(=O)c1cccc2nsnc12)c1cccc(C)c1 | 0.3 | 1.4 | 34.7 | -4.1 | -3.1 | -6.6 | 1.3 | -1.9 | -4.5 | -42.1
